D1 antag = human D1 dopamine receptor antagonism | P21728 | HEK293 TREx D1 cells, calcium flux, dopamine EC80; stronger effect = lower value | activity change, negative = inhibition, % at 10 µM | hit rate 3.2% among 360,000; in the data active means activity change below about -30%; further: on the % scale 0 is the no-effect control and ±100 the full control effect
Target sequence (P21728 whole entry, looked up): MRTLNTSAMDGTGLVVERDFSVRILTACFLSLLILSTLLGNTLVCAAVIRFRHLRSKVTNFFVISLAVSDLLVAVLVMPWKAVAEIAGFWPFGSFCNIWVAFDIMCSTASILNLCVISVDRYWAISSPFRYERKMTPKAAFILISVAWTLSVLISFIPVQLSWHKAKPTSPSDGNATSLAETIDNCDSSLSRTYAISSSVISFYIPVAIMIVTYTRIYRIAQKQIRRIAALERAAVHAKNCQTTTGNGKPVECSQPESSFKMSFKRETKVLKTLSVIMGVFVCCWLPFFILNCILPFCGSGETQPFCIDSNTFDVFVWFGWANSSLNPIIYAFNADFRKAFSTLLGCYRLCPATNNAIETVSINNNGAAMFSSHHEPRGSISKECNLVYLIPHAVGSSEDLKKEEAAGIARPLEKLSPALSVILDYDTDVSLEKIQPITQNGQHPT
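Tetracycline-induced HEK293 Trex D1 cells, force-coupled to calcium, dye-loaded; compounds added and read 180 s, then EC80 dopamine added and calcium flux tracked kinetically another 180 s.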
D1 agonist = activates the human D1 dopamine receptor; hit rate 1% among 360,000; activation, % at 2 µM; P21728; HEK293 T-REx D1 cells, calcium flux, agonist mode; in the data active means activation above about 30%; further: 0% is about no effect
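Inducible HEK293 T-REx D1 cells, force-coupled to calcium signalling, were plated at 4000 cells/well with tetracycline and held overnight at 30 C. After no-wash calcium dye loading, compound-evoked calcium rise over 180 s flagged agonists.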
D2 PAM = D2 dopamine receptor (human) potentiation; potentiation, % at 10 µM; HEK293 T-REx D2, calcium flux, EC20 dopamine potentiation; hit rate 0.34% among 340,000; AID 485347; P14416;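 active means potentiation over 3 SD above the plate norm, cut at about 30% in these data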; further: 0% is about no effect
Target sequence (P14416 whole entry, looked up): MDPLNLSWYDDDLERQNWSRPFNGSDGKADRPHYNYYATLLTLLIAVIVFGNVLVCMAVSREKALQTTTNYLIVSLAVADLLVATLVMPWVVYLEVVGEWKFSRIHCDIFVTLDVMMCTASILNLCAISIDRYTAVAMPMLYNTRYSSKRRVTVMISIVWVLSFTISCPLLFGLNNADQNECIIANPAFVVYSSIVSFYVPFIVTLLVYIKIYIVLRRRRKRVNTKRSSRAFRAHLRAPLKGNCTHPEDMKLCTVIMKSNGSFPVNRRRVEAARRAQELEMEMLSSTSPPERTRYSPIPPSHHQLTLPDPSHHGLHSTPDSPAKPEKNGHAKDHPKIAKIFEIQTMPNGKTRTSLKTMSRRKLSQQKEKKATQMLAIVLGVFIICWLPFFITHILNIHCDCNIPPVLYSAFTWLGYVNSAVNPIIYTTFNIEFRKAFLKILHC
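Calcium flux readout, no-wash dye, 1 read/s. Inducible HEK293 Trex D2 line, overnight 30 C. Compound alone 180 s (agonist flags), then EC20 dopamine, another 180 s to score potentiation.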
Anesthetic bind = candidate novel general anesthetic via apoferritin binding. P02791. apoferritin/1-aminoanthracene competitive binding, fluorescence. Potency, µM (titrated, usually from 77.5 µM), without a hit: top-dose activity change, negative = displacement, most hits filed as inhibitors. hit rate 0.074% among 350,000. AID 485281; further: potency means the concentration at half of the fitted maximal effect; on the % scale 0 is the no-effect control and ±100 the full control effect; nearly all actives have a fitted effect of over 20% in size
Target sequence (P02791 2-175 limits assumed): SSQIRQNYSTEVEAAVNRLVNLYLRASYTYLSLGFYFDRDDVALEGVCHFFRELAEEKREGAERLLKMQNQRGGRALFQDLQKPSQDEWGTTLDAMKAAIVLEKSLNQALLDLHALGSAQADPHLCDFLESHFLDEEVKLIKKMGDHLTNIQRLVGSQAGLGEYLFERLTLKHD
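Read-out: endpoint 1-AMA fluorescence, excitation 380 nm and emission 535 nm, after compounds sit 10 min at room temperature with 10 uM horse-spleen apoferritin in 50% saturated 1-AMA/PBS. Values come from four-parameter Hill fits.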
TRHR ag = TRH receptor (human) agonism; P34981; TRHR cells, calcium flux fluo-8, FDSS agonist mode; activation, % at 2 µM; hit rate 0.18% among 360,000; in the data active means activation above about 30%; further: 0% is about no effect
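TRHR-expressing cells, plated overnight in medium with 10% serum, were loaded with fluo-8 calcium dye at room temperature. After a 10 s baseline, library compound was pin-added and calcium release was recorded kinetically (ex 480/em 530) as agonist response.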
D1 PAM = potentiators of human D1 dopamine receptor | P21728 | HEK293 TREx D1 cells, calcium flux, dopamine EC20 potentiation | potentiation, % at 10 µM | hit rate 0.036% among 360,000 | AID 504651; in the data active means potentiation above about 30%; further: 0% is about no effect
TRHR enhancer = allosterically enhances the human TRH receptor; P34981; hit rate 0.66% among 360,000; TRHR cells, fluo-8 calcium fluorescence, EC20 TRH enhancement; AID 493056; enhancement, % at 2 µM; in the data active means enhancement above about 30%; further: 0% is about no effect
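TRHR-expressing cells loaded with fluo-8 calcium dye were read kinetically (ex 480/em 530) during compound addition, then stimulated with an EC20 of TRH (10 nM final). Enhancement of the Gq-mediated intracellular calcium response was scored.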
RXFP1 agonist = RXFP1 (human) receptor agonism; AID 2676; Potency, µM (doses to about 57.5 µM), without a hit: at the highest dose activation, actives largely listed as activators; hit rate 0.3% among 370,000; Q9HBX9; HEK293T-RXFP1 cAMP TR-FRET, 30 min; response scale: percent of porcine relaxin response, buffer zero; further: potency means the concentration at half of the fitted maximal effect; on the % scale 0 is the no-effect control and ±100 the full control effect; nearly all actives have a fitted effect of over 60% in size; many of its hits are not listed in these tables
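cAMP rise read by TR-FRET after 30 min, 37C compound exposure (up to 58 uM) in RXFP1-transfected HEK293 cells with Ro 20174 present. EC50 from Hill-equation fits, with 29 nM porcine relaxin as 100% and buffer as basal.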
RXFP1 antag = antagonists of human relaxin receptor RXFP1 | Q9HBX9 | activity change, negative = inhibition, % at 57.5 µM | AID 1259400 | HEK293-RXFP1, relaxin-stimulated cAMP HTRF, 30 min; stronger effect = lower value | hit rate 0.59% among 350,000;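 active means activity change of -60% or lower, but not beyond a set lower limit; inconclusive means change between -60% and -40%, or beyond the set limit; inactive means change above -40%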; further: on the % scale 0 is the no-effect control and ±100 the full control effect
* hit, by the source's call; ? = inconclusive; . = not tested or not shown; [ ] = another dose, or the depositor's remark. Unless noted, the call rests on the fitted dose curve; in most records, active means well fitted curve in the direction sought with a large enough effect; inconclusive means small, poorly fitted or top-dose-only effect, or another doubt; inactive means no such curve, though single readings can be large; an effect the other way counts as inactive or inconclusive. An excerpt. The share of hits here may be higher or lower than overall.

SMILES	D1 antag	D1 agonist	D2 PAM	Anesthetic bind	TRHR ag	D1 PAM	TRHR enhancer	RXFP1 agonist	RXFP1 antag
O=C(c1cc(S(=O)(=O)N2CCOCC2)ccc1Cl)N1CCN(c2ccccn2)CC1	-7	2	-7	-8%	-0.1	-7	0	0.5%	-10
Nc1nc(SCC(=O)c2ccc(F)cc2)n[nH]1	3	0	1	-6%	1.0	8	-1	0.1%	-5
CCOc1ccc(-c2cc(C(=O)NCCCOC)c3c(-c4ccc(CC)cc4)[nH]nc3n2)cc1	1	1	4	-13%	0.5	0	-1	11%	.
O=C(c1csc2c1CCCCC2)N1CCN(c2ncccn2)CC1	-9	0	21	-2%	-0.2	3	-9	0.3%	-1
CN(C)C(=O)c1nnsc1Sc1ccc(Cl)cc1	4	2	6	-13%	0.0	-8	-7	-1.0%	-11
COc1ccc(OC)c(NC(=O)CN2C(=O)COc3ccc(S(=O)(=O)NC4CCCC4)cc32)c1	12	-2	.	6%	0.1	-5	4	-3.6%	-1
CC(OC(=O)c1cccnc1Cl)C(=O)Nc1ccc(S(N)(=O)=O)cc1 (configuration not stated)	-12	2	22	0%	1.2	-4	2	-1.4%	-7
CCN(CC)Cc1nc2c(c(=O)[nH]1)C1(CCCCC1)Cc1ccccc1-2	-2	3	-4	-15%	0.4	-1	-4	0.1%	-2
COc1ccccc1N1CCN(C(=O)C(OC(C)=O)c2ccccc2)CC1 (configuration not stated)	3	0	-2	-8%	-0.4	-1	-3	-0.4%	-6
O=c1c2ccccc2ncn1-c1ccc([N+](=O)[O-])cc1[N+](=O)[O-]	-23	27	6	-10%	7.8	-5	-2	0.5%	28
Cc1ccc(C(=O)NC(=S)Nc2cccnc2Cl)cc1	3	2	40*	0%	-1.4	-2	2	-3.3%	5
Cc1ccccc1C(=O)Nn1cnc2ccccc2c1=O	9	4	12	-6%	-0.8	7	-3	0.3%	1
CC1(c2nnc(-c3ccccc3)o2)CC(c2cccc(Cl)c2)=NO1 (configuration not stated)	8	9	-3	-8%	0.4	-2	-6	-1.1%	.
Cc1nc(NC(C)C(=O)O)c2nc(C)oc2n1 (configuration not stated)	-2	4	4	-2%	-0.6	-2	9	1.0%	-3
Cc1oc2ccc(OCc3cccc(Cl)c3)cc2c1C(=O)O	-17	1	10	-4%	-1.3	-6	18	1.3%	4
S=C1NCCNC(=S)NCCOCCOCCOCCN1	-16	0	-1	-2%	0.4	2	1	2.1%	-12
CCOc1ccccc1NC(=O)C1CCCN(S(=O)(=O)c2cccs2)C1 (configuration not stated)	-11	2	-5	-4%	-1.5	3	10	0.0%	.
COc1ccc(NS(=O)(=O)c2ccc(N3CCOCC3)c(NC(=O)c3ccccc3Br)c2)cc1	5	2	1	-14%	-0.5	8	-4	-1.0%	-6
CSc1ccccc1OCc1cc(C(=O)N(C)CCn2nc(C)cc2C)no1	1	17	0	-19%	-1.4	-3	0	-1.7%	-2
CCOc1ccc2nc(N(CCN(C)C)C(=O)/C=C/c3cccs3)sc2c1	-15	4	-6	-12%	0.6	-12	4	0.7%	-8

Shown bar-delimited: part of the list above
SMILES | D1 antag | D1 agonist | D2 PAM | Anesthetic bind | TRHR ag | D1 PAM | TRHR enhancer | RXFP1 agonist | RXFP1 antag
COc1ccc(OC)c(NC(=O)CN2C(=O)COc3ccc(S(=O)(=O)NC4CCCC4)cc32)c1 | 12 | -2 | . | 6% | 0.1 | -5 | 4 | -3.6% | -1
CC(OC(=O)c1cccnc1Cl)C(=O)Nc1ccc(S(N)(=O)=O)cc1 (configuration not stated) | -12 | 2 | 22 | 0% | 1.2 | -4 | 2 | -1.4% | -7
CCN(CC)Cc1nc2c(c(=O)[nH]1)C1(CCCCC1)Cc1ccccc1-2 | -2 | 3 | -4 | -15% | 0.4 | -1 | -4 | 0.1% | -2
COc1ccccc1N1CCN(C(=O)C(OC(C)=O)c2ccccc2)CC1 (configuration not stated) | 3 | 0 | -2 | -8% | -0.4 | -1 | -3 | -0.4% | -6
O=c1c2ccccc2ncn1-c1ccc([N+](=O)[O-])cc1[N+](=O)[O-] | -23 | 27 | 6 | -10% | 7.8 | -5 | -2 | 0.5% | 28
Cc1ccc(C(=O)NC(=S)Nc2cccnc2Cl)cc1 | 3 | 2 | 40* | 0% | -1.4 | -2 | 2 | -3.3% | 5
Cc1ccccc1C(=O)Nn1cnc2ccccc2c1=O | 9 | 4 | 12 | -6% | -0.8 | 7 | -3 | 0.3% | 1
CC1(c2nnc(-c3ccccc3)o2)CC(c2cccc(Cl)c2)=NO1 (configuration not stated) | 8 | 9 | -3 | -8% | 0.4 | -2 | -6 | -1.1% | .
Cc1nc(NC(C)C(=O)O)c2nc(C)oc2n1 (configuration not stated) | -2 | 4 | 4 | -2% | -0.6 | -2 | 9 | 1.0% | -3
Cc1oc2ccc(OCc3cccc(Cl)c3)cc2c1C(=O)O | -17 | 1 | 10 | -4% | -1.3 | -6 | 18 | 1.3% | 4

Later entries.
SMILES	D1 antag	D1 agonist	D2 PAM	Anesthetic bind	TRHR ag	D1 PAM	TRHR enhancer	RXFP1 agonist	RXFP1 antag
COc1ccc2c(c1)c(/C=C/c1cc[n+](C)cc1)cn2C	-5	23	0	-9%	18	-6	3	6.1%	-2
COc1ccccc1NC(=O)CSc1ccc(-c2ccco2)nn1	1	1	-4	-13%	0.1	-4	-8	1.0%	-18
CCc1ccccc1-n1cnc2cc(C(=O)NC3CCCCCC3)ccc21	11	-2	5	1%	0.2	-4	0	2.4%	-22
CCOC(=O)N1CCC(N2CCCC(C(=O)c3ccc4cc(OC)ccc4c3)C2)CC1 (configuration not stated)	7	7	-15	-13%	0.9	-2	-2	2.2%	6
COc1cc(-c2cc(C(=O)NCCc3ccc(S(N)(=O)=O)cc3)c3ccccc3n2)cc(OC)c1OC	-17	3	1	1%	-0.1	-1	1	3.1%	-4
Cc1nn(C)c(-c2n[nH]c(=S)n2-c2ccccc2)c1Cl	-9	4	-4	-3%	-0.2	-6	2	16%	3
Cc1cc(C)c[n+](C[n+]2cc(C)cc(C)c2)c1	19	1	3	-1%	0.6	-1	1	-0.3%	12
O=C(N=C1N=C2C=CC(Br)=CN2Cc2ccccc21)c1ccc([N+](=O)[O-])cc1[N+](=O)[O-]	4	2	-5	-6%	-0.5	2	-4	6.5%	9
COc1ccc(Nc2sc(C(=O)Nc3cccc(Cl)c3)c(N)c2C(=O)Nc2ccccc2OC)cc1	17	13	5	-12%	1.1	-4	6	0.2%	.
COc1ccc(N2C(=O)CSC23C(=O)N(Cc2cccc(C(F)(F)F)c2)c2ccccc23)cc1 (configuration not stated)	-10	3	3	-16%	-1.0	-5	-17	-3.2%	.
Cc1noc(C)c1COC(=O)c1csc2c1CCC(C)C2 (configuration not stated)	0	15	8	.	0.1	.	-1	1.2%	-2
Cc1ccc(-c2nnn(CC(=O)N3C(C)CCCC3C)n2)cc1 (configuration not stated)	-26	2	12	-9%	-0.3	0	0	-1.1%	3
COc1ccc(S(=O)(=O)N2CCOC23CCN(C(=O)c2ccccc2OC)CC3)cc1	-7	8	5	.	-0.3	-10	9	0.1%	19
COc1ccc(CC(=O)NNC(=O)[C@@H]2CCCC[C@@H]2C(=O)O)cc1	1	4	-10	-11%	0.4	-2	-1	2.9%	-2
CC1(c2cccc([N+](=O)[O-])c2)CC(C)(C)N(C(=O)c2ccccc2)c2ccccc21 (configuration not stated)	32	6	-5	-9%	0.6	3	4	-3.9%	.
Cc1csc(NC(=O)NCC2CCCC(CNC(=O)Nc3nc(C)cs3)C2)n1 (configuration not stated)	-16	2	3	6%	-0.5	-3	-8	-0.5%	-8
Cc1ccc(OCc2cc(C(=O)N3CCN(c4ccccc4)CC3)no2)cc1C	7	0	1	-15%	-0.7	-13	1	3.4%	2
COc1ccccc1CN1CC(C(=O)NCCc2ccc(C)o2)CCC1=O (configuration not stated)	18	0	-4	-5%	0.0	2	2	2.1%	-3
CCn1c2ccccc2c(=O)c2ccccc21	22	10	.	6%	1.6	-2	5	-0.4%	18
Cn1c(=O)n(C)c2cc([N+](=O)[O-])c(N3CCN(CCO)CC3)cc21	-6	0	3	-11%	-0.4	-3	-1	3.4%	-1
Fc1ccc(-n2cc(-c3ccccc3)c3c(NN4CCOCC4)ncnc32)cc1	-33*	1	6	?	-1.0	-10	0	6.6%	.
Cc1nc(N2CCN(Cc3ccc(Cl)cc3)CC2)c2oc3ccccc3c2n1	16	4	-18	-7%	0.3	12	-4	-2.6%	?
Cc1cc(N/N=C/c2ccc(F)cc2)nc(NCc2ccccc2)n1	-6	7	-24	-5%	-0.1	-16	-4	-0.7%	-39
Cc1ccc(S(=O)(=O)N(Cc2ccccc2)Cc2ccco2)cc1	-31*	11	-10	10%	3.2	-9	-1	0.3%	-7
COc1ccc(Cn2c(CCC(=O)O)nc3cccnc32)cc1	12	2	-3	-9%	0.3	-3	-6	4.3%	18
CCOC(=O)c1c(-c2ccccc2)csc1NC(=O)/C(C#N)=C/c1ccc(O)c(OC)c1	-11	89*	1	-7%	27	4	4	-1.1%	-33
CC(C)[C@H](NC(=O)C1CCN(S(=O)(=O)c2ccc(F)cc2)CC1)C(=O)N1CCCCCC1	-4	5	-3	-8%	-0.1	0	-17	-1.3%	6
Cc1ccsc1/C=N/NC(=S)NCCc1ccccc1	-29	3	9	82%[activator]	0.2	-3	2	-1.6%	-13
Fc1ccc(Nc2nc(-c3ccncc3)cs2)cc1	-52*	1	0	-9%	0.2	-11	5	0.1%	-29
O=C(NCCC1=CCCCC1)C1CCN(S(=O)(=O)c2ccccc2)CC1	-1	2	8	-16%	0.0	2	5	4.8%	7
O=c1c(N2CCCCC2)coc2ccccc12	-7	1	6	-12%	-0.3	4	3	0.6%	-2
c1ccc(CCc2nc3ccccc3[nH]2)cc1	-7	1	4	-19%	0.8	-5	-8	0.4%	10
Cc1cc(C(=O)CCC(=O)N(C)CC(=O)Nc2ccccc2Br)c(C)s1	7	2	-3	.	-0.5	-6	-3	0.4%	3
CCCS(=O)(=O)N1CCC(C(=O)NCCN2CCC(Cc3ccccc3)CC2)CC1	-9	0	-21	-8%	-0.2	-7	-7	1.8%	6

Screening data: PubChem, National Center for Advancing Translational Sciences (NCATS)
